V1R ag counter: counter-screen for oxytocin receptor agonists: human V1a receptor agonists; P37288; CHO-V1R cells, Fluo-8 calcium fluorescence, agonist mode; 0% DMSO, 100% 3 nM vasopressin; activation, % at 3 µM; 320,000 compounds, 0.25% hits; AID 2797;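 active = activation above the mean activation of all tested compounds plus 3 SD, per screening run, cut at about 20% in these data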;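 also: signal is peak over basal fluorescence ratio across a 100 second FLIPR read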
OXTR potentiator: potentiates the human oxytocin receptor response | CHO-OTR cells, Fluo-8 calcium fluorescence, potentiator mode; 0% = oxytocin EC15, 100% = EC100 | activation, % at 3 µM | 320,000 compounds, 0.061% hits | AID 2445;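 active = activation above that plate's cutoff, the mean activation of tested compounds plus 3 SD, cut at about 6.6% in these data, passing the limit was not always enough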;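 also: 100% uses oxytocin at 75 nM as the full agonist control; some results filed as inactive read as strong as hits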
Target sequence (P30559 whole entry, looked up): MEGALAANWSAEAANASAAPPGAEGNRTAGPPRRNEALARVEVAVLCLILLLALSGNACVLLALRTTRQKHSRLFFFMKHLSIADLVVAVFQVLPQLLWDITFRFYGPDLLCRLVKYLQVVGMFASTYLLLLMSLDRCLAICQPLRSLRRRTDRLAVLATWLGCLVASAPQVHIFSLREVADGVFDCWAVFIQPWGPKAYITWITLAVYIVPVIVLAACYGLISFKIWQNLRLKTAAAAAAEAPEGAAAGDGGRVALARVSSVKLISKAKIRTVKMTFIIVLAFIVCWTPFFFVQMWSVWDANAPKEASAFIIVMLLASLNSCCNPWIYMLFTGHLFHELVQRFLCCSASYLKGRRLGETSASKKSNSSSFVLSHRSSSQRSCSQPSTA
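System: human OTR in CHO cells / Also added: sub-maximal oxytocin, roughly EC15 / Control set: EC15 oxytocin low, 75 nM oxytocin high / Schedule: 6 min compound pre-incubation at room temperature, 100 s kinetic read / Compound: single-point 3.0 µM / Replication: singlicate / Technique: Fluo-8 calcium dye fluorescence / Read-out basis: % activation of max/min ratio relative to oxytocin controls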
TAAR1 ag: agonists of human TAAR1 | Q96RJ0 | CHO RD-HGA16 TAAR1, Fluo-8 calcium fluorescence; vehicle wells 0%, saturating PEA agonist 100% | activation, % at 3 µM | 360,000 compounds, 0.99% hits | AID 624467;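 active = activation above the mean activation of all test compounds in the run plus 3 SD, cut at about 38% in these data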
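test system = CHO RD-HGA16 cells carrying human TAAR1 plus Gα16 | schedule = 17-24 h seeding, 75 min 37 °C dye, 30 min RT | compound dosing = 3 µM single concentration | control set = DMSO and PEA EC100 | replicates = n 1 | signal = Fluo-8 fluorescence, 5 s baseline then 140 s kinetic read | measure = percent activation vs PEA EC100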
M1 PAM parental: nonselective activator or artifact in parental CHO-K1 calcium assay | ATP EC20, Fluo-8 calcium fluorescence; 0% at ATP EC20, 100% at ATP max | activation, % at 3 µM | 360,000 compounds, 0.02% hits;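 active = activation above the run cutoff, the mean activation of all test compounds plus 3 SD, cut at about 40% in these data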;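 also: peak over basal fluorescence ratio in a 140 s read after ATP addition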
TAAR1 antagonist: human TAAR1 antagonism. CHO RD-HGA16 TAAR1, Fluo-8 calcium fluorescence, antagonist. inhibition, % at 3 µM. 360,000 compounds, 1.5% hits. AID 624466;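 active = inhibition above a per-plate cutoff, the mean inhibition of test compounds on that plate plus 3 SD, cut at about 49% in these data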;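 also: 0% = DMSO plus EC80 beta-PEA response and 100% = DMSO alone without agonist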
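Assay system: RD-HGA16 CHO cells with stable hTAAR1 and Gα16 / Reagent: EC80 β-phenethylamine stimulus / Doses: 3 µM, single point / Timing: dye loading 75 min at 37 °C, then 30 min room temperature / Measured by: Fluo-8 intracellular calcium dye fluorescence, real-time kinetic reads / Controls: vehicle wells and EC80 agonist wells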
CHO parental Ca: counter-screen: ATP calcium response change in parental CHO cells | parental CHO-K1, ATP-induced calcium, Fluo-8 fluorescence | inhibition, % at 5.6 µM | 330,000 compounds, 0.63% hits | AID 463079;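 active = inhibition above that plate's mean sample inhibition plus 3 SD, cut at about 26% in these data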;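 also: 0% = ATP-challenged DMSO wells and 100% = DMSO wells without ATP; some compounds past the cut are filed as inactive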
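Test system: untransfected parental CHO cell line. Compound: one dose, 5.6 µM nominal. Detection: intracellular calcium via Fluo-8 no-wash fluorescent dye. Measure: % inhibition. Benchmarks: ATP-challenged DMSO wells low, unchallenged DMSO wells high.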
CHO-K1 Ca ag: nonselective activator or artifact in parental CHO-K1 cells. Fluo-8 calcium fluorescence; scaled to maximal ATP response, vehicle zero. activation, % at 3 µM. 360,000 compounds, 0.48% hits. AID 602248; in the data active = activation above about 15%;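 also: untransfected CHO-K1 host cells lacking M1 receptor as counterscreen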
CHRM1 agonist: activates human CHRM1 receptor; P11229; 360,000 compounds, 0.33% hits; CHO-K1 hM1, Fluo-8 calcium fluorescence, agonist mode; 0% DMSO, 100% acetylcholine EC100; activation, % at 3 µM;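 active = activation above the run's mean compound activation plus 3 SD, cut at about 16% in these data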;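 also: peak over basal fluorescence ratio within a 140 s kinetic read after compound addition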
Target sequence (P11229 whole entry, looked up): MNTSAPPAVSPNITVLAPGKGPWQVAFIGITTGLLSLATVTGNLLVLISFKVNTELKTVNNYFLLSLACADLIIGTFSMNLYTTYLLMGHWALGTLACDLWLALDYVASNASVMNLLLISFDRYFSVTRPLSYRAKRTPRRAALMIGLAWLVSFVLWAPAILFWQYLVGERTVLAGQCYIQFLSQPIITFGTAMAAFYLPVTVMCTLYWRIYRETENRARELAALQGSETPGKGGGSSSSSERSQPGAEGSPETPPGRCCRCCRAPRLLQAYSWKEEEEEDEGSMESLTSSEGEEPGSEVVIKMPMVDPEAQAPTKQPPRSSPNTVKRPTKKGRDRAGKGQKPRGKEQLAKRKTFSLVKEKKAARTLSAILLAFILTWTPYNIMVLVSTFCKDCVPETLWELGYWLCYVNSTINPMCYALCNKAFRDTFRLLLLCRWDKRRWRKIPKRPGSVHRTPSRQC
CHO-K1 Ca antag: counter-screen for M1 antagonists: effect in parental CHO-K1 cells; 360,000 compounds, 0.6% hits; ATP-induced calcium, Fluo-8 fluorescence; AID 602250; inhibition, % at 3 µM;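 active = inhibition above a per-plate cutoff, the plate's mean sample inhibition plus 3 SD, cut at about 24% in these data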;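 also: 0% = DMSO plus EC80 ATP and 100% = DMSO alone without ATP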
Numbers without * were called inactive; . = no result given.

Values run as follows: V1R ag counter	TAAR1 antagonist	CHRM1 agonist	TAAR1 ag	CHO-K1 Ca ag	CHO-K1 Ca antag	OXTR potentiator	CHO parental Ca	M1 PAM parental
- O=C(Nc1ccc(Cl)cc1)C1CCN(C(=O)c2cccs2)CC1
    2.4	-1	-1	-1	1.0	-2	-7	2	-6
- CN(C)S(=O)(=O)n1cc(/C=C(\NC(=O)c2ccccc2F)C(=O)NCCCn2ccnc2)c2ccccc21
    .	27	-4	5	1.1	5	.	.	-13
- COc1cccc(NC(=O)CN2C(=O)NC3(CCCCCC3)C2=O)c1
    1.5	5	6	0	-0.6	-1	0	-4	-21
- O=C(NCCc1nc2ccccc2[nH]1)/C(=C/c1ccco1)NC(=O)c1ccco1
    -0.1	-8	-7	9	0.1	-2	4	-2	0
- CS(=O)(=O)N1CCN(c2ccc(NC(=S)NC(=O)c3ccccc3[N+](=O)[O-])cc2)CC1
    1.4	-9	-9	5	0.2	1	-9	-22	13
- C1=C2C[N+]3(CCCC3)CC2Cc2ccc3ccccc3c21 (configuration not stated)
    0.6	6	-5	0	0.7	-25	-1	-1	23
- COc1ccc(/C=N/Nc2cc(C)nc(N)n2)cc1
    0.2	-4	-8	5	1.5	-8	-2	0	26
- O=C(CSc1nnnn1C1CC1)N1CCN(c2cccc(Cl)c2)CC1
    3.0	19	-7	2	2.5	-8	-8	-6	2
- Cc1cc2ccccc2c(=O)n1CC(=O)NCC(=O)N(C)Cc1ccccc1
    0.0	-13	-1	8	-0.3	-8	-5	-20	17
- CCNc1nc(CN2CCOCC2)nc2sc3c(c12)CCC3
    -0.7	1	-5	5	-0.6	-9	-10	-17	17
- Nc1cc(C(F)(F)F)ccc1NCCc1ccccn1
    0.2	-21	-7	0	3.0	-4	-8	-22	1
- O=C(COC(=O)CN1C(=O)C2CCCCC2C1=O)Nc1ccc(S(=O)(=O)N2CCOCC2)cc1 (configuration not stated)
    0.4	15	-2	3	1.8	-10	-4	-9	26
- CCC(=O)n1nc(-c2ccc(OC)cc2)nc1SC
    -0.6	1	-2	13	0.3	8	-9	-6	13
- CC1(c2nnc(-c3ccc(Cl)cc3)o2)CC(c2ccc(Cl)cc2)=NO1 (configuration not stated)
    0.4	6	-3	1	0.3	-14	-5	-8	16
- C[C@H](CO)N1C[C@H](C)[C@H](CN(C)C(=O)c2cc(-c3ccccc3)on2)OCc2cnnn2CCCC1=O
    .	-3	-9	2	0.3	-6	.	.	18
- CC(C)c1ccc(NC(=O)NC2(C(=O)NCc3cccnc3)CCCCC2)cc1
    -0.7	-24	-4	11	-0.1	0	-10	-9	10
- COc1cccc(C(=O)NC2CC(C)(C)Cc3c2cnn3-c2cccc(F)c2)c1OC (configuration not stated)
    0.2	6	-4	4	0.4	-7	3	-4	-9
- O=C(NNC(=O)C1CC(c2cccnc2)=NO1)Nc1cccc(F)c1 (configuration not stated)
    0.0	-5	-4	19	0.8	-10	-6	-5	17
- Cc1ccc(C)c(S(=O)(=O)N/N=C/c2ccc(N3CCOCC3)cc2)c1
    -0.6	-9	-2	0	0.4	-9	-13	-3	-4
- O=c1[nH]c(Cc2cccc(C(F)(F)F)c2)nc2ccccc12
    0.0	6	-6	1	0.4	-7	-11	-21	-13
- COc1ccc(C(CNC(=O)C2CC(=O)N(Cc3ccccc3)C2)N2CCOCC2)cc1 (configuration not stated)
    0.6	5	4	1	-0.1	13	1	-12	-17
- COc1ccccc1NS(=O)(=O)c1ccc2oc(SCC(C)=O)nc2c1
    12	-3	-2	6	15	-3	-14	3	7
- CCOC(=O)CC/C(=N\NC(N)=O)c1ccc(OC)c(Cl)c1
    0.9	1	-3	3	0.0	-14	5	-5	10
- CCCCOC(=O)c1ccc(NC(=O)c2ccoc2C)cc1
    -0.6	11	-7	5	4.6	6	3	-11	1
- Cc1cccc(NC(=O)CCC2CCN(C(=O)c3ccc(C)s3)CC2)c1
    1.8	-33	-4	0	1.7	-3	-2	-22	-1
- O=C(Nc1cccc(-c2csc(Nc3cccc(C(F)(F)F)c3)n2)c1)c1cc([N+](=O)[O-])cc(C(F)(F)F)c1
    0.1	4	-5	1	1.2	-14	-12	-3	8
- O=C(Nc1nc2ccccc2s1)C1CCCO1 (configuration not stated)
    -0.4	-3	-6	16	-0.1	-7	-12	7	13
- O=C(NC(=S)NNC(=O)c1ccccc1O)c1ccc(F)cc1
    32*	21	33*	90*	30*	0	-26	4	6
- Cc1ccc2nc(SCC(=O)NCCCN3CCCC3=O)[nH]c2c1
    0.4	1	-3	17	0.9	-14	-1	-6	22
- Cc1cc(C(F)F)n2nc(C(=O)Nc3cccc(C(F)(F)F)c3)nc2n1
    -1.0	3	1	3	0.1	16	-13	1	-7
- COc1cc(NC(=O)CSc2nnc(Cn3nnc4ccccc43)n2C)cc(OC)c1
    -0.4	11	-5	7	-0.4	9	5	-11	-1
- CCOc1ccc(OCCSc2nnnn2-c2ccccc2)cc1
    1.6	29	-6	14	2.9	-2	-8	-8	9
- CC(=O)c1cccc(NC(=O)c2csc3c2CCCCC3)c1
    -1.2	6	-3	-2	1.4	-11	-10	-20	20
- O=C(CSc1nc(=O)[nH]c2c1CCCC2)Nc1cc(C(F)(F)F)cc(C(F)(F)F)c1
    1.6	1	-4	0	0.6	-2	3	-8	8
- Cc1ccc(NC(=O)C2CCN(S(C)(=O)=O)CC2)cc1C
    1.1	9	-11	6	1.5	-7	-2	-2	10
- CC(=O)C(/C=N/c1ncc(C(F)(F)F)cc1Cl)=C(\C)O
    0.0	-1	1	3	-0.5	15	-1	-10	7
- Cc1cc(C(=O)Nc2ccc(S(=O)(=O)Nc3nccs3)cc2)c(C)o1
    -0.4	8	-6	9	1.2	-11	-8	-14	24
- CCCN(C)C[C@@H]1OCCCC[C@@H](C)Oc2ccc(NS(=O)(=O)c3ccc(OC)cc3)cc2C(=O)N([C@H](C)CO)C[C@@H]1C
    .	-6	-12	7	0.6	6	.	.	14
- COc1cccc(C2NC(=O)NC(O)(C(F)(F)F)C2C(=O)c2cccnc2)c1OC (configuration not stated)
    -1.1	1	-5	3	0.1	-5	6	-6	13
- C[C@H]1CCCCO[C@H](CN(C)C(=O)Nc2ccc(F)cc2)[C@@H](C)CN([C@@H](C)CO)C(=O)c2cc(NC(=O)Nc3ccc4c(c3)OCO4)ccc2O1
    .	-12	-6	0	-0.1	-3	.	.	9
- CC[C@H](C)[C@H](NC(=O)OCc1ccccc1)C(=O)OCC(=O)N(C)CC(=O)Nc1ccccc1Cl
    2.4	-1	-2	0	2.2	1	-22	-24	-13
- COc1cc(O)c(/C=N/NC(=O)c2ccncc2)c(OC)c1[N+](=O)[O-]
    0.2	-4	-2	1	0.6	-17	-2	-2	14
- COc1ccc(C(=O)NNC(=O)Cc2nc3ccccc3n2C)cc1
    0.6	-6	-3	0	5.1	-4	1	-7	17
- COc1ccc(NC2=CC(c3ccccc3)N(c3ccc(OC)cc3)C2=O)cc1 (configuration not stated)
    -2.0	-11	0	0	1.2	-12	-7	-21	17
- N#CC(=Cc1cccs1)c1nc(-c2ccc(Cl)cc2)cs1
    .	-20	-4	1	0.1	2	.	.	6
- O=C(/C=C/c1ccc([N+](=O)[O-])cc1)N1CCN(S(=O)(=O)c2ccccc2)CC1
    0.2	13	-2	15	-0.2	-19	4	-5	12
- C=CCNc1oc(-c2ccco2)nc1S(=O)(=O)c1ccccc1
    0.2	2	0	-1	0.3	-15	-7	-5	9
- O=C(N/C(=C/c1ccccc1)C(=O)N1CCCCCC1)c1ccccc1
    -0.3	13	-4	11	0.9	-7	-23	0	12
- CSCc1cccc(C(=O)OC(C)C(=O)Nc2c(C)n(C)n(-c3ccccc3)c2=O)c1 (configuration not stated)
    0.3	-11	-7	4	0.1	-13	-3	-19	13
- COc1cc(C(=O)OC(C)C(=O)NCC2CCCCC2)cc(NC(=O)c2ccco2)c1OC (configuration not stated)
    -0.5	-5	-1	3	2.4	3	-2	-6	7
- CCSc1ccc2nnc(-c3cccs3)n2n1
    -0.2	-9	-1	3	-0.3	6	10	-18	-18
- CCCNC(=O)OCCC12CC3CC(CC(C3)C1)C2
    -1.5	-17	-4	21	0.5	-7	-2	-8	8
- CCc1ccc(OCC(=O)NC2CC(C)(C)NC(C)(C)C2)cc1
    0.7	-4	-5	6	0.8	-10	-4	-16	9
- Cc1ccccc1OCC(O)CN (configuration not stated)
    1.6	-17	-2	38*	-0.2	-3	3	-7	9
- O=C(c1ccc(F)cc1Cl)N1CCN(S(=O)(=O)c2cccs2)CC1
    1.0	-10	-3	0	1.4	-4	-5	0	2
- O=C(CCN1C(=O)CSc2ccccc21)Nc1cccc(C(F)(F)F)c1
    1.0	28	-4	6	2.5	-5	2	-26	9

High-throughput results as filed in PubChem BioAssay.
